Pf growth 96h – P. falciparum growth inhibition at 96 hour, primary screen for plastid delayed-death inhibitors. actives 6.9% (n = 320,000). Potency, µM (series often up to 28.7 µM), inactives show at the highest dose activity change, negative = inhibition, most hits filed as inhibitors. P. falciparum luciferase reporter growth, 96 h; note: potency is the fitted concentration of half-maximal effect; % is set by controls: 0 for no effect and ±100 for the full control effect
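Luminescence readout: decreased luciferase signal marks inhibited growth of reporter-expressing P. falciparum in infected red cells (2% hematocrit, 0.05% parasitemia final), exposed to compound two generations (96 h, 37 C, 5% CO2).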
Shiga toxin inh – inhibitors of Shiga toxin in Vero cells; actives 9.2% (n = 290,000); Vero cells, Shiga toxin protein synthesis inhibition reporter; inhibition, % at 38.7 µM; in the data active = inhibition mostly above about 28%, no sharp cut-off; inactive = mostly below about 43%; note: 0% is about no effect
Pf growth 48h – inhibits P. falciparum growth in the first generation, 48 h; actives 5.9% (n = 310,000); AID 504832; P. falciparum luciferase growth in erythrocytes, 48 h; Potency, µM (titrated, usually from 28.7 µM), for inactives: at the top dose activity change, negative = inhibition, actives largely listed as inhibitors; note: potency is the fitted concentration of half-maximal effect; % is set by controls: 0 for no effect and ±100 for the full control effect
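Read-out is firefly luciferase luminescence from an integrated reporter in P. falciparum, so falling signal marks reduced parasite growth. Infected erythrocytes were at 2% hematocrit and 0.1% parasitemia (final) in Albumax-supplemented RPMI 1640.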
FBPA Giardia inh – inhibitors of Giardia lamblia fructose-1,6-bisphosphate aldolase | purified Giardia FBPA | AID 2451 | actives 0.71% (n = 290,000) | Potency, µM (doses to about 59.6 µM), for the others: at the top dose activity, negative = inhibition, hits mostly inhibitors; note: potency is the fitted concentration of half-maximal effect; % is set by controls: 0 for no effect and ±100 for the full control effect; nearly all actives have a fitted effect of over 55% in size
Target sequence (A8B2U2 whole entry, looked up): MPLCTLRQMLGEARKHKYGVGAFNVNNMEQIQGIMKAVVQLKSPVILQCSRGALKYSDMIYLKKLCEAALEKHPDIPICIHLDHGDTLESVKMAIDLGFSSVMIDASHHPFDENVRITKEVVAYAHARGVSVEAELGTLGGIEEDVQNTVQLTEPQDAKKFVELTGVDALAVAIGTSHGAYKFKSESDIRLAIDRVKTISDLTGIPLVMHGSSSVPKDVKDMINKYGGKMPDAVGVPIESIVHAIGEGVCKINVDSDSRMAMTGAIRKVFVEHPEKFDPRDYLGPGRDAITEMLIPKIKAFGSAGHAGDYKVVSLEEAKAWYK
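Giardia FBPA (40 nM reagent) was preincubated 10 min at RT with compound (up to 57.5 uM final), then substrate plus GAPDH/TPI/NAD/arsenate coupling system with diaphorase/resazurin was added; resorufin fluorescence (525/598 nm) was read after 20 min.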
CHX counter – counter-screen hit for Shiga toxin inhibitors, cycloheximide | cell reporter, cycloheximide protein synthesis inhibition counterscreen | actives 12% (n = 300,000) | max response, %; in the data active = max response mostly above about 13%, no sharp cut-off; inactive = mostly below about 14%; note: read at 38.3 µM for the half of the compounds with a filed dose; 0% is about no effect
Sm TGR block – inhibitors of Schistosoma mansoni thioredoxin glutathione reductase. Q962Y6. purified TGR, DTNB reduction, TNB absorbance 405 nm. Potency, µM (doses to about 114 µM), without a hit: at the top dose activity change, negative = inhibition, actives largely listed as inhibitors. actives 3% (n = 360,000). AID 485364; note: potency is the fitted concentration of half-maximal effect; % is set by controls: 0 for no effect and ±100 for the full control effect; nearly all actives have a fitted effect of over 60% in size
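TGR 20 nM + NADPH 100 uM (dispensed conc.), cpd preinc 15 min RT; start with NADPH (500 uM addition) then DTNB (15 mM addition). Kinetic TNB absorbance, 405 nm filter. Four-parameter Hill fit across titration.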
* hit, by the source's call; & = joins results of further samples; [ ] = dose if it differs, or a comment. Unless noted, calls come from the whole dose curve; as a rule, active = well fitted curve in the direction sought with a large enough effect; inconclusive = small, poorly fitted or top-dose-only effect, or another doubt; inactive = no such curve, though single readings can be large; an effect the other way counts as inactive or inconclusive.

`CC1CC(C)CN(CCCNC(=O)Cn2ncn3cccc3c2=O)C1` (configuration not stated) gave Pf growth 96h 15%, Shiga toxin inh -19, Pf growth 48h 23%, FBPA Giardia inh 0%, CHX counter -5 and Sm TGR block 0%.
O=C(COC(=O)C12CC3CC(CC(C3)C1)C2)NCCCc1ccccc1 was read as Pf growth 96h 8%, Shiga toxin inh -5, Pf growth 48h 15%, FBPA Giardia inh 9%, CHX counter 4 and Sm TGR block 1%.
Screening COc1cccc(C2=NOC(C(=O)NC3CCCCC3)C2)c1 (configuration not stated) returned Pf growth 96h inconclusive, Shiga toxin inh 26, Pf growth 48h 3%, FBPA Giardia inh 1%, CHX counter 15 and Sm TGR block 12%.
`Cc1ccccc1NC(=O)CSc1nnc(Cc2cccn2C)n1-c1ccc(F)cc1` gave Pf growth 96h 11%, Shiga toxin inh -11, Pf growth 48h inconclusive, FBPA Giardia inh 3%, CHX counter -4 and Sm TGR block -34%.
`COC(=O)c1c(NC(=O)CN2CCN(S(=O)(=O)c3ccccc3)CC2)sc2c1CCC(C)C2` (configuration not stated) gave Pf growth 96h inconclusive, Shiga toxin inh 25, Pf growth 48h 5%, FBPA Giardia inh 5%, CHX counter -3 and Sm TGR block -11%.
Screening COc1ccc(/C=N/Nc2nc(Nc3ccccc3)nc(N3CCCC3)n2)cc1 returned Pf growth 96h 0%, Shiga toxin inh 69, Pf growth 48h inconclusive, FBPA Giardia inh 4%, CHX counter 17 and Sm TGR block 7%.
Screening O=C(O)CCSc1nnc(COc2cccc3cccnc23)n1-c1ccccc1 returned Pf growth 96h 8%, Shiga toxin inh -10, Pf growth 48h -20%, FBPA Giardia inh 3%, CHX counter -2 and Sm TGR block -4%.
`CC(C)c1ccc2c(c1)C(c1ccc(N3CCOCC3)cc1)=NNC(c1cccs1)=N2` gave Pf growth 96h inconclusive, Shiga toxin inh 54, Pf growth 48h inconclusive, FBPA Giardia inh -1%, CHX counter 45* and Sm TGR block -1%.
For CCCCCC(=O)NC(=S)Nc1cccc(C(C)=O)c1 the results were Pf growth 96h inconclusive, Shiga toxin inh 32*, Pf growth 48h 32%[activator], FBPA Giardia inh -1%, CHX counter 23* and Sm TGR block inconclusive.
O=C(Nc1ccccc1F)Nc1cc(S(=O)(=O)N2CCOCC2)ccc1N1CCCC1 was read as Pf growth 96h 0%, Shiga toxin inh 25, Pf growth 48h -2%, FBPA Giardia inh 4%, CHX counter 10 and Sm TGR block -2%.
For Cc1ccc(S(=O)(=O)Nn2c(O)c(C=C3N=c4ccccc4=N3)sc2=S)cc1 the results were Pf growth 96h 41%[activator], Shiga toxin inh 5, Pf growth 48h inconclusive, FBPA Giardia inh -8%, CHX counter -3 and Sm TGR block 13µM*.
Screening O=C1CC(c2cccc(Cl)c2)CC(O)=C1C=NC1CCCC1 (configuration not stated) returned Pf growth 96h inconclusive, Shiga toxin inh -15, Pf growth 48h inconclusive, FBPA Giardia inh 1%, CHX counter -6 and Sm TGR block 14%.
Cc1c(NS(=O)(=O)c2ccc(C(=O)NCc3ccccc3)cc2)c(=O)n(-c2ccccc2)n1C was read as Pf growth 96h -11%, Shiga toxin inh -7, Pf growth 48h -8%, FBPA Giardia inh 8%, CHX counter -1 and Sm TGR block -4%.
Cc1c(O)c(=O)n(-c2ccccc2)n1C was read as Pf growth 96h 35%[activator], Pf growth 48h 1%, FBPA Giardia inh -9%[21.7 µM] and Sm TGR block 11µM*.
For CCOC(=O)C1=C(C)N=c2s/c(=C/c3ccc(OCC(=O)O)cc3)c(=O)n2C1c1ccc(OC)cc1OC (configuration not stated) the results were Pf growth 96h 1.2µM*, Pf growth 48h 0.47µM*, FBPA Giardia inh 3%, CHX counter -1 and Sm TGR block 1%.
CCOC(=O)c1c(NC(=O)CSc2nnc(CNC(=O)c3ccco3)n2C)sc2c1CCC2 was read as Pf growth 96h 30%[activator], Shiga toxin inh -14, Pf growth 48h -5%, FBPA Giardia inh 4%, CHX counter -2 and Sm TGR block inconclusive.
Screening O=c1[nH]nc(Sc2ncnc3sccc23)n1CCc1ccccc1 returned Pf growth 96h 9.3µM*, Shiga toxin inh -10, Pf growth 48h 10µM*, FBPA Giardia inh 2%, CHX counter -2 and Sm TGR block -16%.
`c1ccc(CN2OCC3Cn4c(nc5ccccc54)C32)cc1` (configuration not stated) gave Pf growth 96h 58%[activator], Shiga toxin inh -4, Pf growth 48h 43%[activator], FBPA Giardia inh 2%, CHX counter -3 and Sm TGR block -31%.
Screening COc1cc(C(=O)Oc2ccccc2N)cc(OC)c1OC returned Pf growth 96h 7%, Shiga toxin inh 33, Pf growth 48h -9%, FBPA Giardia inh -10%, CHX counter 12 and Sm TGR block -12%.
Screening COc1ccc(CNC(=O)C(=O)NCC2CCCO2)cc1 (configuration not stated) returned Pf growth 96h 10%, Shiga toxin inh -2, Pf growth 48h 4%, FBPA Giardia inh 7%, CHX counter -1 and Sm TGR block 2%.
For CC(On1c(-c2ccccc2)nc2ccc(Cl)cc21)C(=O)O (configuration not stated) the results were Pf growth 96h 15%, Shiga toxin inh 56*, Pf growth 48h 14%, FBPA Giardia inh -6% and CHX counter 28*.
COc1cc(C2NC(=O)CCC2[N+](=O)[O-])cc(Br)c1OC (configuration not stated) was read as Pf growth 96h -4%, Shiga toxin inh -7, Pf growth 48h -24%[0.00184 µM], FBPA Giardia inh -4%, CHX counter -6 and Sm TGR block 5%.
For CCN1CCN(C(=O)Cc2coc3cc(C)cc(C)c23)CC1 the results were Pf growth 96h 2%, Shiga toxin inh -15, Pf growth 48h 4%, FBPA Giardia inh -8%, CHX counter -2 and Sm TGR block inconclusive.
O=C(Nc1ccccc1-c1ccccc1)C1CCCC1 was read as Pf growth 96h 3%, Shiga toxin inh -5, Pf growth 48h 6%, FBPA Giardia inh 0%, CHX counter -2 and Sm TGR block 2%.
For O=C(NCc1cccc2ccsc12)c1cccs1 the results were Pf growth 96h 43%[activator], Pf growth 48h 19% and Sm TGR block 7%.
For Cc1ccc(S(=O)(=O)NCCSc2nnnn2-c2ccccc2)cc1 the results were Pf growth 96h inconclusive, Shiga toxin inh 2, Pf growth 48h -4%, FBPA Giardia inh -1%, CHX counter -2 and Sm TGR block 6%&-16%.
For Cc1cccc(N(C(=O)c2snc(C(N)=O)c2N)C(C(=O)NCC2CCCO2)c2cccs2)c1 (configuration not stated) the results were Pf growth 96h 20%, Shiga toxin inh -15, Pf growth 48h inconclusive, FBPA Giardia inh -8%, CHX counter -3 and Sm TGR block -2%.
Screening CCSCCNC(=O)c1cc(-n2cnnc2)ccc1Cl returned Pf growth 96h inconclusive, Shiga toxin inh 14, Pf growth 48h 8%, FBPA Giardia inh 1%, CHX counter 1 and Sm TGR block -1%.
For CC(=O)Nc1ccc(OCC(O)Cn2c(C)nc3ccccc32)cc1 (configuration not stated) the results were Pf growth 96h 30%, Shiga toxin inh -13, FBPA Giardia inh -8%, CHX counter 9 and Sm TGR block -1%.
Screening COC(=O)c1ccc(OCC(=O)c2cccc(OC)c2)cc1 returned Pf growth 96h 2%, Shiga toxin inh 65*, Pf growth 48h 149%[activator], FBPA Giardia inh -11%, CHX counter 43* and Sm TGR block 15%.
`Cn1c(=O)oc2cc(S(=O)(=O)N3CCCC(C(=O)NCC4COc5ccccc5O4)C3)ccc21` (configuration not stated) gave Pf growth 96h inconclusive, Shiga toxin inh -3, Pf growth 48h inconclusive, FBPA Giardia inh 4%, CHX counter -4 and Sm TGR block -16%.
CCCn1c(Cc2ccccc2)n[nH]c1=S was read as Shiga toxin inh -10, Pf growth 48h -3%, FBPA Giardia inh -2%, CHX counter 2 and Sm TGR block -1%.
For S=c1[nH]nc(CSCCOc2ccc(Cl)cc2Cl)o1 the results were Pf growth 96h 25%, Shiga toxin inh 18, Pf growth 48h 9%, FBPA Giardia inh 24%, CHX counter 9 and Sm TGR block 0%.
`Cc1noc(C)c1Cc1c(Cl)cccc1Cl` gave Pf growth 96h 0%, Shiga toxin inh -25, Pf growth 48h -1%, FBPA Giardia inh 2%, CHX counter -4 and Sm TGR block 16%.
For O=C(c1ccc(CNS(=O)(=O)c2ccc(Br)cc2)cc1)N1CCCCC1 the results were Pf growth 96h inconclusive, Shiga toxin inh -11, Pf growth 48h -26%, FBPA Giardia inh -2%, CHX counter 5 and Sm TGR block -3%.
For CCC(NS(=O)(=O)c1ccc(C)cc1)C(=O)N1CCC2(O)CCCCC2C1 (configuration not stated) the results were Pf growth 96h -11%, Shiga toxin inh -10, Pf growth 48h -17%, FBPA Giardia inh 0%, CHX counter -3 and Sm TGR block 7%.
For CCCCOc1ccc(C(=O)NCC(=O)N(C)CC(=O)Nc2ccc(N3CCOCC3)cc2)cc1 the results were Pf growth 96h 2%, Pf growth 48h 6% and Sm TGR block -7%.
Screening COc1cccc(C(=O)OCC(=O)Nc2ccccc2N2CCOCC2)c1 returned Pf growth 96h inconclusive, Shiga toxin inh 7, Pf growth 48h 16%, FBPA Giardia inh 1%, CHX counter 1 and Sm TGR block 1%.
`Cc1cc(N2CCN(C)CC2)nc2ccc(NC(=O)CCC(=O)N3CCN(c4ccc([N+](=O)[O-])cc4)CC3)cc12` gave Pf growth 96h -21%, Shiga toxin inh 9, Pf growth 48h 5.2µM*, FBPA Giardia inh -18%, CHX counter -2 and Sm TGR block -8%.
`Cc1cc(C)c(C)c(S(=O)(=O)NCC(=O)Nc2sc3c(c2C(N)=O)CCCC3)c1C` gave Shiga toxin inh -30, Pf growth 48h -4%, FBPA Giardia inh 2%, CHX counter 1 and Sm TGR block -12%.
Screening NC(=O)/C(=C\c1ccccc1)NC(=O)/C=C/c1ccccc1 returned Pf growth 96h 8%, Shiga toxin inh -4, Pf growth 48h 10%, FBPA Giardia inh 6%, CHX counter -2 and Sm TGR block -17%.
`CCOCCCNC(=O)c1ccc(-n2c(=S)[nH]c3ccccc3c2=O)cc1` gave Pf growth 96h 0%, Shiga toxin inh -4, Pf growth 48h 23%, FBPA Giardia inh -4%, CHX counter -2 and Sm TGR block -3%.
Screening CCOC(=O)Cn1c(=O)c(F)cn(Cc2ccc(OC)c([N+](=O)[O-])c2)c1=O returned Pf growth 96h 10µM*, Shiga toxin inh -8, Pf growth 48h 6%, FBPA Giardia inh 4%, CHX counter -3 and Sm TGR block -4%.

Looked up by compound from the list above, 5 records:
For O=C(NCc1cccc2ccsc12)c1cccs1 the results were Pf growth 96h 43%[activator], Pf growth 48h 19% and Sm TGR block 7%.
Screening CCSCCNC(=O)c1cc(-n2cnnc2)ccc1Cl returned Pf growth 96h inconclusive, Shiga toxin inh 14, Pf growth 48h 8%, FBPA Giardia inh 1%, CHX counter 1 and Sm TGR block -1%.
COc1cc(C2NC(=O)CCC2[N+](=O)[O-])cc(Br)c1OC (configuration not stated) was read as Pf growth 96h -4%, Shiga toxin inh -7, Pf growth 48h -24%[0.00184 µM], FBPA Giardia inh -4%, CHX counter -6 and Sm TGR block 5%.
For CC(On1c(-c2ccccc2)nc2ccc(Cl)cc21)C(=O)O (configuration not stated) the results were Pf growth 96h 15%, Shiga toxin inh 56*, Pf growth 48h 14%, FBPA Giardia inh -6% and CHX counter 28*.
For CCN1CCN(C(=O)Cc2coc3cc(C)cc(C)c23)CC1 the results were Pf growth 96h 2%, Shiga toxin inh -15, Pf growth 48h 4%, FBPA Giardia inh -8%, CHX counter -2 and Sm TGR block inconclusive.

Compound activity from PubChem.
